TRAIL sens C8 – caspase-8 TRAIL sensitization; NB7+C8 cells + TRAIL, ATPlite viability luminescence; inhibition (viability loss, TRAIL sensitization), % at 10 µM; actives 1% (n = 360,000); AID 624354;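 active = compounds causing at least 50% loss of cell viability in the single-dose screen, relative to plate controls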
NR2F2 inh – inhibitors of human COUP-TFII (NR2F2) | P24468 | HEK293T NGFI-A luciferase reporter, luminescence | inhibition, % at 8.6 µM | actives 0.7% (n = 370,000);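 active = inhibition above a per-plate cutoff, mean inhibition of test wells between control levels plus 3 SD, cut at about 38% in these data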;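 also: cells cotransfected with COUP-TFII expression vector driving the NGFI-A reporter; 0% = median of COUP-TF2 test wells and 100% = reporter-only cells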
Target sequence (P24468 whole entry, looked up): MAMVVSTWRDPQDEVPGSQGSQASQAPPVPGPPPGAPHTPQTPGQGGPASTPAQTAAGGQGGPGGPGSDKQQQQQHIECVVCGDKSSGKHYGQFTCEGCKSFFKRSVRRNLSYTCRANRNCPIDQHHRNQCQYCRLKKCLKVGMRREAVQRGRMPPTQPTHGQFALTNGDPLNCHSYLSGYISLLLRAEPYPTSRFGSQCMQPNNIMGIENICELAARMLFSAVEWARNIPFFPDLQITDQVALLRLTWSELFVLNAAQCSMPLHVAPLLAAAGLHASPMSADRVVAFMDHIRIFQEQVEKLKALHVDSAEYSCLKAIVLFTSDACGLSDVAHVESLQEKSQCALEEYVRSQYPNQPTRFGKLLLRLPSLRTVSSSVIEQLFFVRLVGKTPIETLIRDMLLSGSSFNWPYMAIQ
NR5A2 inv ag – inverse agonists of human LRH-1 (NR5A2) | HEK293T StAR-luciferase reporter, LRH-1 transfected, 24 h | inhibition, % at 3.6 µM | actives 0.13% (n = 360,000) | AID 602396;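 active = inhibition above the mean inhibition of all tested compounds plus 3 SD, cut at about 73% in these data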;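 also: 0% = DMSO wells and 100% = reporter-only cells lacking LRH-1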
TLR9-MyD88 inh – inhibitors of human TLR9-MyD88 binding; Q9NR96+Q99836; CHO BLA complementation TLR9-MyD88, CCF4 FRET ratio; inhibition, % at 4.98 µM; actives 0.21% (n = 340,000); AID 504734;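 active = inhibition above the mean over all tested compounds plus 3 SD, cut at about 21% in these data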;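 also: 0% = DMSO only wells and 100% = clavulanate BLA inhibitor control wells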
NOD2 RIPK2 PPI – inhibitors of human NOD2-RIPK2 interaction; CHO BLA complementation NOD2-RIPK2, CCF4 ratio; inhibition, % at 4.98 µM; actives 0.38% (n = 360,000); AID 624267; in the data active = inhibition above about 21%;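 also: 0% = vehicle only and 100% = reference blocker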
Target sequence (O43353 whole entry, looked up): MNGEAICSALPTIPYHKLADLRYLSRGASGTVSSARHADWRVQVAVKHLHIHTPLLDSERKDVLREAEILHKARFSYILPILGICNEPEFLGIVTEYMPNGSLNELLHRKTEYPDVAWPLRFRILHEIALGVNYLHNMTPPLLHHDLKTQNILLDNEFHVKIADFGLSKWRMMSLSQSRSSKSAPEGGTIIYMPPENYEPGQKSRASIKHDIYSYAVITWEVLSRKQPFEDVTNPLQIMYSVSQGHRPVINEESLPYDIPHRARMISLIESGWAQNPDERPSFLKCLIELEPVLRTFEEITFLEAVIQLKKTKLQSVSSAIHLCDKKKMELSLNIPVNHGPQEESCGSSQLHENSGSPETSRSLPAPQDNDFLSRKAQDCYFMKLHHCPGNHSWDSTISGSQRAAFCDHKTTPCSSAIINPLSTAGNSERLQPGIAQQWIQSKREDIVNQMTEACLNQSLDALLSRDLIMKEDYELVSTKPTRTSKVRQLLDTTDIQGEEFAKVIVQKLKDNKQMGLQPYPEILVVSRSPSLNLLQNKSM
TWEAK Fn14 block – TWEAK-Fn14 signaling inhibition; actives 2% (n = 360,000); AID 1159606; TWEAK-stimulated Fn14 reporter cells, luciferase luminescence, 8 h; inhibition, % at 10 µM; in the data active = inhibition above about 50%
NCOA3 inh – inhibits human SRC3 coactivator; Q9Y6Q9; HEK293 GAL4-SRC3 luciferase reporter, luminescence; inhibition, % at 3.6 µM; actives 0.17% (n = 360,000);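 active = inhibition above a per-campaign cutoff, the mean of all compounds plus 3 SD, cut at about 60% in these data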;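 also: 0% = DMSO-treated cells and 100% = gossypol-treated cells at 36 µM; higher means less SRC3-driven luciferase light from the GAL4 reporter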
NCOA2 inhibitor – inhibits human steroid receptor coactivator 2. HEK293 GAL4-SRC2 luciferase reporter, luminescence. inhibition, % at 9 µM. actives 0.17% (n = 370,000);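 active = inhibition above the mean inhibition of all tested compounds plus 3 SD, set per campaign, cut at about 52% in these data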;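 also: 0% = DMSO treated cells and 100% = cells given Gossypol at 36 µM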
NCOA1 inh – inhibits human SRC1 coactivator | HEK293 GAL4-SRC1 luciferase reporter, luminescence | inhibition, % at 3.6 µM | actives 0.12% (n = 360,000);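 active = inhibition above the campaign mean plus 3 SD, with each screening campaign given its own cutoff, cut at about 60% in these data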;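 also: 0% = DMSO treated cells and 100% = gossypol at 36 µM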
TROY signal inh – inhibitors of TROY-dependent NF-kB signaling; Q293 LMP1-TROYcd NF-kB luciferase reporter, 4 h; inhibition, % at 10 µM; AID 1347056; actives 0.98% (n = 360,000);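 active = compounds whose plate-normalised and pattern-corrected inhibition of the luciferase reporter signal at the single screening dose is 50% or more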
LMP1 NFkB inh – Epstein-Barr LMP1 NF-kappaB reporter inhibition. LMP1-induced NF-kappaB luciferase reporter cells, luminescence. inhibition, % at 12.5 µM. actives 0.69% (n = 350,000). AID 504558; in the data active = inhibition above about 41%;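 also: 0% = neutral control wells and 100% = reference inhibitor control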
The depositor's hits bear a star; . = not tested or not shown. A portion of the library (hit frequency here may not be typical).

Compound,TRAIL sens C8,NR2F2 inh,NR5A2 inv ag,TLR9-MyD88 inh,NOD2 RIPK2 PPI,TWEAK Fn14 block,NCOA3 inh,NCOA2 inhibitor,NCOA1 inh,TROY signal inh,LMP1 NFkB inh
Cc1cc(N2CCN(c3nc4ccccc4s3)CC2)n2ncnc2n1,23,68*,44,-3,-4,30,19,-14,16,33,5
O=C(c1ccc(Br)cc1)c1cc2ccc(O)cc2oc1=O,-7,-8,-4,-12,-13,38,-10,-16,-11,2,-3
CN(C)S(=O)(=O)c1ccc(N2CCN(S(=O)(=O)c3ccc(F)cc3)CC2)c(Cl)c1,53*,24,40,8,0,-5,39,13,19,6,13
Cc1ccc(CS(=O)(=O)CCC(=O)NCc2ccccc2Cl)cc1,-3,21,-11,-7,-3,19,13,12,7,-14,3
C[C@H](CO)N1C[C@H](C)[C@@H](CN(C)C(=O)Nc2ccc3c(c2)OCO3)Oc2c(NC(=O)C3CC3)cccc2C1=O,10,-16,16,-11,8,-13,3,-3,6,-7,-10
CC1CN(c2nc(-c3ccccc3)nnc2-c2ccccc2)CC(C)O1 (centres undefined),41,9,-15,-1,-3,-17,20,-20,11,-10,0
O=C(N/N=C/c1ccc(N2CCOCC2)cc1)c1ccc(NS(=O)(=O)c2cccs2)cc1,21,-6,-27,0,1,-14,-14,4,1,-7,3
O=C(COC(=O)c1ccc2ncsc2c1)NCc1ccccc1Cl,-8,0,-13,9,1,-17,5,10,-6,-10,-4
O=C(O)/C=C/c1ccc(S(=O)(=O)NCc2cccnc2)cc1,-13,16,-16,-1,-18,7,8,-11,0,-6,0
NC(N)=Nc1nc(-c2ccccc2)c2cc(F)ccc2n1,20,14,32,1,-1,-20,18,13,20,5,0
Cc1ccc(C(C)C)c(OCC(=O)Nc2ccc(Cl)cn2)c1,18,2,-5,4,-4,27,23,6,-30,15,2
Cc1nnc(NC(=O)NCN2C(=O)C3C4C=CC(C4)C3C2=O)s1 (centres undefined),16,-21,-1,-12,-11,9,4,-4,7,-1,7
CCOc1cccc(C2C(C(=O)c3ccc(C)o3)=C(O)C(=O)N2c2nccs2)c1 (centres undefined),-8,21,-12,2,11,-2,11,-21,-20,-15,2
COC(=O)c1ccc(OC(=O)N2CCOCC2)cc1,-10,-22,-15,3,3,-147,-7,-20,-14,-13,-21
Cc1ccc(S(=O)(=O)Nc2ccccc2N2CCOCC2)cc1,9,-1,-20,2,-8,5,-2,-24,-22,-34,-23
CC(C)CC(CCc1ccccc1)OS(N)(=O)=O (centres undefined),-10,-6,-1,-9,0,-8,-7,-15,1,-15,-10
CCN(CC)c1ccc(NC(=O)CN2CCN(CC(=O)Nc3ccccc3F)CC2)cc1,-14,13,3,-3,-8,2,13,-19,-7,8,-13
Cc1cc(Cl)ccc1C(O)c1ncc(-c2cccc(F)c2)[nH]1 (centres undefined),-10,5,-11,.,-12,21,4,-24,6,3,.
CC(C)(C)c1cc(C(=O)N/N=C/c2ccccn2)n[nH]1,7,-45,-9,0,-8,-4,6,-56,1,10,-1
COc1cc(CNC(C)(C)CO)ccc1OCC(=O)NC(C)(C)C,-18,14,-11,-4,-1,-1,5,1,4,5,-1
Clc1ccccc1/C=N/Nc1cc(N2CCOCC2)ncn1,22,-3,-40,5,-1,-7,-22,-38,-18,-31,-25
COc1ccc(S(=O)(=O)N(CC(=O)N2CCN(c3ccccc3)CC2)c2ccccc2)cc1,1,6,-12,-6,1,27,6,-8,-22,15,6
CS(=O)(=O)N(CC(=O)NCCc1ccccc1)C1CCCCC1,8,10,-11,4,-3,14,11,17,10,-6,3
CCN(Cc1ccncc1)C(=O)Cc1cccs1,4,-5,-13,3,-10,8,-9,-11,-34,2,1
CC(C)N(C(=O)Nc1ccc2nccnc2c1)C(C)C,-10,-18,-18,-3,3,-19,-24,-52,-6,-32,-12

Compound,TRAIL sens C8,NR2F2 inh,NR5A2 inv ag,TLR9-MyD88 inh,NOD2 RIPK2 PPI,TWEAK Fn14 block,NCOA3 inh,NCOA2 inhibitor,NCOA1 inh,TROY signal inh,LMP1 NFkB inh
COCCN1Cc2cccc(C(=O)Nc3cc(C)cc(C)c3)c2C1=O,-4,14,22,8,-2,-1,-1,16,6,-13,0
N#Cc1ccc(-c2nc3ccc(Br)cn3c2Cc2ccccc2C(F)(F)F)cc1,8,-19,-13,.,-4,-18,-14,-10,2,-6,.
COc1cc(CC(=O)NCc2ccco2)cc(OC)c1OC,-37,8,-6,-6,6,3,1,-19,4,-2,2
Cc1cn2c(=O)c(C(=O)N3CCN(c4ccccc4Cl)CC3)cnc2s1,6,-9,7,-4,0,-1,7,1,-9,1,-1
CC(=O)Nc1ccc(NCCc2cccs2)cc1,-7,-22,-3,.,1,-16,-13,-17,-19,0,.
O=C1NC(N2CCOCC2)=N/C1=C/c1ccc2c(c1)OCO2,-6,3,-3,-2,-2,28,16,-17,-6,-6,-4
CN(C)CCNC(=O)/C(=C/c1ccc(-c2ccc(Cl)cc2Cl)o1)NC(=O)c1ccccc1,21,5,-6,3,-2,-82,-1,-13,-6,-16,-25
c1cc2c(cc1CNc1ccc(N3CCOCC3)cc1)OCO2,17,1,-21,2,-9,-20,-43,-98,-60,25,-6
CCOC(=O)c1cc2oc(C(c3nnnn3C3CCCCC3)N3CCOCC3)cc2[nH]1 (centres undefined),16,-1,7,2,6,-11,-2,5,-4,3,12
COCC(=O)N(C)C[C@H]1Oc2cc(C#Cc3cccnc3)ccc2S(=O)(=O)N([C@H](C)CO)C[C@H]1C,-9,-4,9,4,2,-1,2,18,-15,-1,-5
CSc1nccc(Oc2cccc(C#N)c2)n1,-2,13,1,-1,-14,1,9,11,14,5,0
Cc1nnsc1C(=O)NC(=O)Nc1ccc(F)c(Cl)c1,-10,11,-6,-7,-5,-10,21,11,-4,-16,-5
COc1ccc(C(C[N+](=O)[O-])c2c(-c3ccccc3)cc3ccccn23)c(OC)c1 (centres undefined),27,14,-16,-4,7,19,-3,5,-20,-8,16
CCN(CC)C(=O)CCS(=O)(=O)c1cccc2nonc12,-3,1,14,1,-8,13,0,5,14,3,-3
Cc1ccc(Cl)cc1NC(=O)NCc1cccnc1,-2,-2,10,2,-16,-2,8,4,0,-11,1
CSCCC(C(=O)Nc1ccc2c(c1)OCO2)N1C(=O)c2ccccc2C1=O (centres undefined),-18,-14,-1,-3,5,-2,-6,-26,-31,-6,-4
Cc1ccc(C)c(NC(=O)CCn2nc(C)cc2C)c1,-4,4,9,-11,-1,19,0,-28,-10,-4,4
O=C(NCc1ccco1)C(c1ccccc1)N(Cc1ccccc1)C(=O)Cn1nnc2ccccc21 (centres undefined),2,-19,-5,2,6,29,5,12,2,0,1
C=CCNC(=O)/C(=C/c1cn(-c2ccccc2)nc1-c1cccc([N+](=O)[O-])c1)NC(=O)c1ccccc1,15,-16,28,0,-8,-6,9,-41,-5,5,4
O=C(NCc1cccc(C(F)(F)F)c1)C1CC(c2ccccc2F)=NO1 (centres undefined),-21,-9,-16,-1,6,4,9,1,-3,-4,3
CC(C)CCNC(=O)NC(=O)CSc1ncccn1,-2,-9,8,7,-4,2,12,-5,1,-6,-2
CN(C)S(=O)(=O)N1CCc2ccc(NC(=O)c3ccc(C(F)(F)F)cc3)cc2C1,31,56*,14,-48,-10,35,-17,-25,7,1,3
Cc1cccc(N(Cc2ccccc2)C(=O)CN2C(=O)NC3(CCCC3)C2=O)c1,-8,8,11,4,-4,-2,10,-7,4,0,-6
COC(=O)Cc1[nH]c(=O)[nH]c1C(=O)OC,-6,-15,5,0,-7,3,-12,20,-3,-14,0
NC(=O)C1CCN(Cc2nc(-c3ccccc3)no2)CC1,21,-20,-21,-12,3,-6,-3,-12,-8,-18,-3

Compound,TRAIL sens C8,NR2F2 inh,NR5A2 inv ag,TLR9-MyD88 inh,NOD2 RIPK2 PPI,TWEAK Fn14 block,NCOA3 inh,NCOA2 inhibitor,NCOA1 inh,TROY signal inh,LMP1 NFkB inh
COc1cc(NC(=O)COC(=O)c2cc(S(=O)(=O)N3CCOCC3)ccc2F)cc(OC)c1,11,7,-10,-7,0,-24,-16,-5,-4,-4,6
CSCCC(C(=O)N(C)CC(=O)Nc1cccc(F)c1)N1C(=O)c2ccccc2C1=O (centres undefined),-8,-24,18,5,-7,7,23,-16,-10,-2,-5
Cc1ccc(SCC(=O)Nc2cccc(S(=O)(=O)N3CCOCC3)c2)cc1C,-5,14,-2,-6,-2,-8,-63,20,-5,-21,1
Nc1nc(-c2cccnc2)nc(N2CCCCC2)n1,-10,-8,24,-2,-8,1,1,-7,-6,-44,-4
O=C(CSc1nnc2c(n1)[nH]c1ccc(S(=O)(=O)N3CCOCC3)cc12)Nc1ccccc1Cl,2,9,10,0,2,-8,1,5,-14,26,9
O=C(O)c1ccc(Nc2nc(-c3cc4ccccc4oc3=O)cs2)cc1O,11,4,5,.,-7,12,1,-21,-6,-46,-16
O=S(=O)(Nc1ccccn1)c1ccc(C(F)(F)F)cc1Cl,-9,-5,-20,3,11,8,12,-23,-23,-13,5
COc1cccc(/C=N/NC(=O)CNC(=O)CCc2ccccc2)c1O,5,16,4,6,2,-17,21,-19,5,-46,13
CCOc1ccc(NC(=O)CN2CCC(n3cnc4cc(F)ccc43)CC2)cc1,-20,14,4,.,-13,10,12,4,7,19,1
Cc1ccc(CNC(=O)Cc2nc3nc(C)cc(C)n3n2)cc1,18,22,0,-10,-11,4,19,4,-5,-2,-3
CC(C)(C)c1ccccc1NC(=O)c1ccc(-n2cncn2)c([N+](=O)[O-])c1,-10,2,4,8,-1,1,-4,-28,6,12,-13
